DT40 TDP1 no CPT – qHTS for Inhibitors of human tyrosyl-DNA phosphodiesterase 1 (TDP1): qHTS in cells in absence of CPT; DT40 Tdp1-/- hTDP1 cells, no CPT, ATP luminescence, 48 h; Potency, µM (series often up to 46.2 µM), for the others: at the top dose activity change, negative = growth inhibition, actives largely listed as inhibitors; AID 686978, 2013; hit rate 15% among 420,000; further: nearly all actives have a fitted effect of over 55% in size
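No-CPT arm: Tdp1-/-;hTDP1 DT40 cells (400/well) plus compounds, incubated ≥48 hr at 37 °C. Readout CellTiter-Glo luminescence.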
TDP1 cell CPT – growth inhibition of DT40 Tdp1-/-;hTDP1 cells with camptothecin (screen for TDP1 inhibitors); chicken DT40 Tdp1-/-;hTDP1 cells + 20 nM CPT, ATP luminescence, 48 h; hit rate 12% among 420,000; AID 686979; Potency, µM (top dose mostly 46.2 µM), inactives show top-dose activity change, negative = growth inhibition, usual class: inhibitors; further: nearly all actives have a fitted effect of over 55% in size
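Cell growth measured by CellTiter-Glo luminescence after a minimum 48 h, 37 C compound exposure with 20 nM CPT in Tdp1-knockout DT40 cells stably expressing hTDP1, seeded 400/well; qHTS titration format.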
GCN5L2 inh – blocks human GCN5L2 histone acetyltransferase | GCN5L2 HAT assay, ThioGlo1 CoA-SH fluorescence | Potency, µM (doses to about 58.9 µM), for inactives: top-dose activity change, negative = inhibition, most hits filed as inhibitors | Q92830 | hit rate 0.21% among 390,000
Target sequence (Q92830 whole entry, looked up): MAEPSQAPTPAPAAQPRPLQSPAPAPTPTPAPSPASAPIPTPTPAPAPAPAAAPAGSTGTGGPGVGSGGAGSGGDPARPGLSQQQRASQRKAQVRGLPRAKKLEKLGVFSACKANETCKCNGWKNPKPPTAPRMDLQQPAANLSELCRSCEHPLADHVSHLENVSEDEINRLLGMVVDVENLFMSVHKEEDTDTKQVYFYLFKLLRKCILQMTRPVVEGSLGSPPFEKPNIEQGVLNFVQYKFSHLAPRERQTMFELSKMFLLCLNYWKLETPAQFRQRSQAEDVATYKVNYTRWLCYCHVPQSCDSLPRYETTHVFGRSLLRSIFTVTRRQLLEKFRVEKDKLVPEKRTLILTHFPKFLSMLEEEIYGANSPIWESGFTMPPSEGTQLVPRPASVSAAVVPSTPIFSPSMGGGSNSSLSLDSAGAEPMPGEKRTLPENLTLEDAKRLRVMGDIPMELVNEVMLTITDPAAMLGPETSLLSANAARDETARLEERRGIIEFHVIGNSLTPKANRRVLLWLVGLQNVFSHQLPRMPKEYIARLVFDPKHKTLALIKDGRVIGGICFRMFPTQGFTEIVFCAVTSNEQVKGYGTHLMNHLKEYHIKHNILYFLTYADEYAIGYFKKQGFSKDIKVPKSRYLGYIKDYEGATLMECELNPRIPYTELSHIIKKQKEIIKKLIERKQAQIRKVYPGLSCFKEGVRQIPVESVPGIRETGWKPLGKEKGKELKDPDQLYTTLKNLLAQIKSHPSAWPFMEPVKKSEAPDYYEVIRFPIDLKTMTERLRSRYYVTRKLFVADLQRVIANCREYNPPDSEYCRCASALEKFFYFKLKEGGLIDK
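Enzyme at 20nM final was mixed with library compounds for 15 min at room temperature. Peptide H3(1-25) at 75uM, acetyl-CoA at 70uM and ThioGlo1 at 50uM were then added. Plates were read immediately and after 20 min (Ex340nm/Em540nm).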
Active calls of the source: *; ? = inconclusive; . = no result given; & = joins results of further samples. The call rests on the fitted dose curve; in most records, active means well fitted curve in the direction sought with a large enough effect; inconclusive means small, poorly fitted or top-dose-only effect, or another doubt; inactive means no such curve, though single readings can be large; an effect the other way counts as inactive or inconclusive. On the % scale 0 is the no-effect control and ±100 the full control effect; potency means the concentration at half of the fitted maximal effect.

The opening two entries, ahead of the listing:
Every second line gives: DT40 TDP1 no CPT, TDP1 cell CPT, GCN5L2 inh
(1) COc1ccc(C)cc1-n1nnnc1SCc1cc(=O)n2cc(C)ccc2n1
 : 7.3µM*, 8.2µM*, -6%
(2) Cc1cc(C)cc(Cn2cc(CN3CC(N4CCCCC4)CS3(=O)=O)nn2)c1 (stereo not given)
 : -31%, 1%, .

The whole of this part, from the start:
Every second line gives: DT40 TDP1 no CPT, TDP1 cell CPT, GCN5L2 inh
(1) COc1ccc(C)cc1-n1nnnc1SCc1cc(=O)n2cc(C)ccc2n1
 : 7.3µM*, 8.2µM*, -6%
(2) Cc1cc(C)cc(Cn2cc(CN3CC(N4CCCCC4)CS3(=O)=O)nn2)c1 (stereo not given)
 : -31%, 1%, .
(3) COc1cccc(C(=O)C2CCCN(Cc3ccc(OC)c(Cn4cncn4)c3)C2)c1 (stereo not given)
 : ?, ?, 2%
(4) COc1c2ccoc2c(OC[C@@H](O)C(C)(C)OC)c2oc(=O)ccc12
 : 7%, -15%, -4%
(5) COc1ccc(NC(=O)CN2CCN(S(=O)(=O)N3CCCCCC3)CC2)cc1
 : -13%, 2%, -5%
(6) CCOc1ccc(-c2cn[nH]c2N)cc1
 : -24%, -19%, -7%
(7) Cc1cc2ccccn2c1C(=O)c1ccc(NN)c([N+](=O)[O-])c1
 : ?, 16µM*, -11%
(8) [O-][N+](=Cc1ccccc1)c1ccc(Cl)cc1
 : 21µM*, 6.5µM*, .
(9) Cc1noc(C)c1S(=O)(=O)N(Cc1ccccc1)C(C)C
 : 0%, 16%, 2%
(10) Cc1cccn2c(=O)c(/C=C(\C#N)c3nc4ccccc4s3)c(Oc3ccc(Br)cc3)nc12
 : 6.5µM*, 7.3µM*, -1%
(11) COCCNc1nnc(Cc2ccccc2)c(=O)[nH]1
 : -7%, 5%, ?
(12) COc1cc(CNCc2ccccn2)ccc1OCC(=O)NC1CCCCC1
 : -24%, -21%, -5%
(13) CC#CC[N+](C)(CC#CC)CC(=O)c1ccccc1
 : ?, -26%, -4%
(14) CCCCn1c(SCc2ccc(Cl)cc2)nc2c1c(=O)[nH]c(=O)n2C
 : 13µM*, 13µM*, -8%
(15) Cc1ccc(Cc2cn3cc(-c4ccc(F)cc4)nc3s2)cc1
 : -23%, -18%, 13%
(16) Cn1cnc2c(=O)sc3ccccc3c21
 : ?, -15%, .
(17) Cc1nc(SCc2ccccc2Cl)c(C#N)c(C)c1C
 : ?, -21%, -3%
(18) COc1ccc(N2CCN(C(c3cc(OC)ccc3OC)c3nnnn3CC3CCCO3)CC2)cc1 (stereo not given)
 : -18%, -14%, 0%
(19) Cc1ccc(C(=O)NNCC(=O)Nc2ccc(Cl)cc2F)cc1
 : -29%, -2%, -5%
(20) O=C(NCC1CC1)C1Cc2c(-c3ccc(Cl)cc3)ccnc2O1 (stereo not given)
 : ?, ?, .
(21) CCc1cc(-c2n[nH]c(=S)n2CC(C)C)cs1
 : ?, -6%, -3%
(22) CCOC(=O)c1c(C)[nH]c(C(=O)Nc2cc(OCC)c(N3CCOCC3)cc2OCC)c1C
 : ?, ?, -2%
(23) Cc1c(-n2c(SCC(=O)O)nnc2-c2ccccc2Br)c(=O)n(-c2ccccc2)n1C
 : 18%, -13%, 8%
(24) CCOc1ccc(C(C)(C)C)cc1S(=O)(=O)Nc1ccncc1
 : 10%, 4%, -6%
(25) COc1ccccc1CNc1ncnc2ccc(-c3ccc(C(=O)N(C)C)cc3)cc12
 : ?, ?, -24%
(26) CCc1ccc(-n2nc3ccc(NC(=O)COc4ccc(OC)cc4)cc3n2)cc1
 : -3%, -15%, -3%
(27) Cc1ccc(S(=O)(=O)c2cn(Cc3ccccc3)c3cc(N4CCCC4)c(F)cc3c2=O)cc1
 : 5.8µM*, 5.8µM*, -6%
(28) O=C(COc1ccc(Br)cc1Cl)NNC(=O)c1ccccc1
 : ?, 2%, -3%
(29) N#C/C(=C/c1ccccc1OCc1ccc(F)cc1)c1ccc(C(=O)O)cc1
 : 11%, -9%, -9%
(30) COc1ccc(C(=O)Nc2ccc(NC(=O)c3cccc(F)c3)cn2)cc1
 : -5%, -20%, -7%

Looked up one by one from the list above (6):
Every second line gives: DT40 TDP1 no CPT, TDP1 cell CPT, GCN5L2 inh
(2) Cc1cc(C)cc(Cn2cc(CN3CC(N4CCCCC4)CS3(=O)=O)nn2)c1 (stereo not given)
 : -31%, 1%, .
(1) COc1ccc(C)cc1-n1nnnc1SCc1cc(=O)n2cc(C)ccc2n1
 : 7.3µM*, 8.2µM*, -6%
(14) CCCCn1c(SCc2ccc(Cl)cc2)nc2c1c(=O)[nH]c(=O)n2C
 : 13µM*, 13µM*, -8%
(25) COc1ccccc1CNc1ncnc2ccc(-c3ccc(C(=O)N(C)C)cc3)cc12
 : ?, ?, -24%
(9) Cc1noc(C)c1S(=O)(=O)N(Cc1ccccc1)C(C)C
 : 0%, 16%, 2%
(6) CCOc1ccc(-c2cn[nH]c2N)cc1
 : -24%, -19%, -7%

Not a retest: entries from further up.
Every second line gives: DT40 TDP1 no CPT, TDP1 cell CPT, GCN5L2 inh
(16) Cn1cnc2c(=O)sc3ccccc3c21
 : ?, -15%, .
(17) Cc1nc(SCc2ccccc2Cl)c(C#N)c(C)c1C
 : ?, -21%, -3%

Next part.
Every second line gives: DT40 TDP1 no CPT, TDP1 cell CPT, GCN5L2 inh
(31) COc1ccc(C(=O)[C@H]2[C@H]3C(=O)N(c4ccc(C)cc4)C(=O)[C@H]3C3C=CC=NN32)cc1 (stereo not given in full)
 : 0%, 20%, -8%
(32) CSc1ccc(S(=O)(=O)NCc2ccc(Cl)cc2)cc1
 : -14%, -20%, -15%
(33) Cc1ccc(OC(C)C(=O)N(Cc2cccs2)C2CCS(=O)(=O)C2)cc1C (stereo not given)
 : -24%, -19%, -4%
(34) O=C(CSc1nc2ccccc2o1)N1c2ccccc2Sc2ccc(C(F)(F)F)cc21
 : 21µM*, ?, -9%
(35) O=C(Cc1ccc(Cl)c(Cl)c1)OCC(=O)c1ccc[nH]1
 : -25%, -21%, -12%
(36) CN1CCN(c2ncnc3sc(-c4ccccc4)cc23)CC1
 : ?, ?, -2%
(37) COc1ccc(CNC(=O)C[C@@H]2C=C[C@@H](NS(=O)(=O)c3cccc(OC)c3)[C@@H](CO)O2)cc1
 : -4%, 2%, .
(38) NC(=O)c1ccc(NC(=O)CCCN2C(=O)c3ccccc3C2=O)cc1
 : -13%, -14%, 1%
(39) CN(C)C(=O)C1CCC(=O)N1Cc1cccs1 (stereo not given)
 : 7%, -4%, -4%
(40) Cc1ccc(CCNC(=O)CN(C)S(=O)(=O)c2ccc3c(c2)n(C)c(=O)c(=O)n3C)cc1
 : -9%, -24%, 3%
(41) O=C1CS/C(=N/N=C/c2cccs2)N1Cc1ccc(F)cc1
 : ?, 18µM*, -7%
(42) Cc1cc(C)nc(NS(=O)(=O)c2ccc(N/C=C\C(=O)c3cccs3)cc2)n1
 : ?, ?, -9%
(43) COc1cc(OC)cc(-c2c(C#Cc3ccsc3)c3cc(-c4ccc5cc[nH]c5c4)ccc3n2C)c1
 : ?, ?, ?
(44) CCCn1c(SCC(=O)NC2CCCCC2)nnc1-c1ccccn1
 : -26%, -10%, -1%
(45) O=c1ccc2ccccc2n1Cc1cccc(F)c1
 : ?, -19%, -3%
(46) COC(=O)CCSCC(=O)Nc1nnc(C)s1
 : 7%, -2%, 1%
(47) CC1CCCCN1S(=O)(=O)c1ccc(C(=O)Nc2nnc(-c3ccco3)o2)cc1 (stereo not given)
 : 26µM*, 15µM*, -6%
(48) O=C(Nc1ccc(N2CCN(C(=O)c3ccc(Cl)cc3)CC2)cc1)c1cccnc1
 : ?, ?, -1%
(49) Cc1ccc(NC(=O)Cn2c(=O)n(Cc3nc(C)no3)c(=O)c3ccccc32)c(Cl)c1
 : -6%, -15%, 0%
(50) COc1ccc(OC)c(S(=O)(=O)N(C)CC(=O)N2CCN(c3cccc(Cl)c3)CC2)c1
 : 18µM*, ?, 1%
(51) CC(CCc1ccccc1)NC(=O)C(=O)NCc1ccccc1 (stereo not given)
 : -26%, 2%, 2%
(52) Cc1nc(Cl)sc1C(=O)Nc1cccc(Cl)c1C
 : ?, ?, -2%
(53) C=CCOC(=O)C1=C[C@H](c2coc3ccccc3c2=O)C[C@H](OCc2ccc(CO)cc2)O1
 : ?, ?, 0%
(54) O=C(NNC(=O)c1cnccc1C(F)(F)F)c1cccc(Cl)c1
 : -23%, -3%, -6%
(55) O=C(Cn1cc(S(=O)(=O)c2ccccc2)c(=O)c2cc(Cl)ccc21)Nc1ccc2c(c1)OCO2
 : ?, 4%, 2%
(56) CC(=O)O[C@H]1C[C@@]2(O)[C@@H](OC(=O)c3ccccc3)C3[C@@](C)([C@@H](O)C[C@H]4OC[C@@]34OC(C)=O)[C@@H](O)[C@H](OC(C)=O)C(=C1C)C2(C)C (stereo not given in full)
 : 18µM*, 16µM*, ?
(57) CCC(CO)Oc1cc(NC(=O)c2ccc(F)cc2)c2ncn(C(C)C)c2c1 (stereo not given)
 : -3%, ?, -1%
(58) CC(=O)c1ccc2c(c1)OCCOCCOc1ccc(C(C)=O)cc1OCCOCCO2
 : ?, ?, -5%
(59) CCOCCCNC(=O)C1CCCN1S(=O)(=O)c1ccc(Cl)cc1 (stereo not given)
 : -2%, -10%, -2%
(60) Cc1occc1C(=O)N1CCC2(CCCN(Cc3ccc(F)c(F)c3)C2)C1 (stereo not given)
 : 16µM*, 15µM*, -4%

Quoted from the listing.
Result of entry 30 in TDP1 cell CPT: -20%
Result of entry 27 in GCN5L2 inh: -6%
Result of entry 60 in TDP1 cell CPT: 15µM*
Result of entry 55 in GCN5L2 inh: 2%

Next compounds:
Every second line gives: DT40 TDP1 no CPT, TDP1 cell CPT, GCN5L2 inh
(61) CN(c1ccccc1)c1ccc(/C=C(\CCC(=O)O)c2nc3ccccc3s2)cc1[N+](=O)[O-]
 : -7%, -10%, ?
(62) CCc1ccc(NC(=O)CSc2nc(=O)n(CCCN(C)C)c3c2CCC3)cc1
 : 5%, -2%, 2%
(63) CCOc1cccc(C2C(C(=O)c3ccc(C)o3)=C(O)C(=O)N2Cc2ccncc2)c1 (stereo not given)
 : -16%, 6%, -7%
(64) COCC(C)NC(=O)C(C)N1c2cccc3cccc(c23)S1(=O)=O (stereo not given)
 : ?, -2%, -13%
(65) CN1CCCN(S(=O)(=O)c2ccc3c(c2)OCCO3)CC1
 : -5%&3%, 0%&4%, -2%
(66) COc1ccccc1Oc1coc2cc(OC(=O)N3CCOCC3)ccc2c1=O
 : -8%, ?, -7%
(67) C=CCOC(=O)C1=C[C@@H](c2csc3ccccc23)C[C@@H](OCc2ccc(CO)cc2)O1
 : ?, ?, -6%
(68) O=C(NC1(C(F)(F)F)N=C2SCCN2C1=O)c1ccccc1 (stereo not given)
 : 6%, -6%, 0%
(69) CC(=O)Nc1ccc(S[C@@H](CCN2CC[C@H](O)CCC2=O)c2ccccc2)cc1
 : 2%&-28%, -24%&9%, -4%
(70) Cc1cccc(C)c1OCC(O)CN(Cc1ccccc1O)C1CCCCC1 (stereo not given)
 : 10µM*, 16µM*, -6%
(71) O=C(Nc1cccc(S(=O)(=O)N2CCCCC2)c1)c1ccccn1
 : -26%, -19%, 0%
(72) NC(=O)COC(=O)C1c2ccccc2Oc2ccccc21
 : ?, -24%, 4%
(73) COc1ccc(C2=NS(=O)(=O)N(C)C(C(=O)Nc3ccc(OC(F)(F)F)cc3)=C2)cc1
 : ?, ?, -10%
(74) Cc1cc(C)cc(OCc2nc3ncc(Br)cc3[nH]2)c1
 : 2.3µM*, 2.3µM*, .
(75) CCN(CC)C(=O)Oc1cc(=O)n2c3c(cccc13)CCC2
 : 3%, ?, -2%
(76) Cc1cccc(NC(=O)C2CCCN(c3nnc(-n4c(C)ccc4C)s3)C2)c1C (stereo not given)
 : 15µM*, 15µM*, -9%
(77) CCOC(=O)c1cc2occc2n1CC(=O)N1CCOCC1
 : -2%, -8%, -6%
(78) COc1ccc(S(=O)(=O)N2CCCOC2CNC(=O)C(=O)NCc2cccnc2)cc1 (stereo not given)
 : -4%, 7%, -3%
(79) CCCCCC1C(=O)C[C@@H]2CCN3C(=O)CCC[C@H]1[C@H]23 (stereo not given in full)
 : ?, -16%, ?
(80) CC1(C)CC(=O)C2=C(C1)N=C1c3ccccc3C(=O)C1C2c1ccc(Cl)cc1 (stereo not given)
 : ?, ?, ?
(81) CCN(CC)C(=O)COc1ccc(CC(=O)O)cc1OC
 : 5%, -1%, -5%
(82) Cc1ccc(/C(N)=N/OC(=O)CSc2ccccc2)cc1
 : 9%, 9%, -23%
(83) COC(=O)[C@@]12C[C@@H](CC(=O)N3CCN(C(=O)c4ccco4)CC3)C(=O)N(Cc3ccc4c(c3)OCO4)C1=CCC(C)(C)C2
 : 21µM*, 18µM*, .
(84) Cc1ccc(CN2CC(C(=O)Nc3nc(C)cs3)CC2=O)cc1 (stereo not given)
 : ?, -12%, .

Assay outcomes (PubChem BioAssay)
